HIF activator – HIF pathway transcriptional activators, primary screen, cell-based, U2OS HRE-luciferase, luminescence; activation, % at 7.5 µM (by protocol); U2OS HRE-luciferase reporter; normalized: DMSO 0%, desferrioxamine 100%; hit rate 0.32% among 300,000;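 active means mean activation of at least 10% of the iron chelator positive control signal, with at least half of replicates also reaching 10%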
HSF1 inh – HSF1 inhibitors in luciferase reporter cells, primary screen, cell-based, NIH3T3, luminescence; NIH3T3-HGL HSE-luciferase, MG132-induced, luminescence 8 h; hits give low values; activity change, negative = inhibition, % at 7.5 µM (by protocol); hit rate 0.77% among 300,000; AID 2098, 2009;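 active means more than half of replicate wells show activity change below -50%, luminescence cut by over half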;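 further: luciferase reports HSF-1 transcriptional activity via heat shock element; 0% = median of DMSO wells and -100% = zero luminescence signal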
HSP90 refold inh – HSP90 inhibitors, primary screen, cell lysate, luminescence; hit rate 0.91% among 290,000; Heat shock protein HSP 90 (rabbit reticulocyte lysate; luciferase refolding); inhibition, % at 5.6 µM; AID 1789, 2009; Rabbit reticulocyte lysate, luciferase refolding luminescence, 3 h;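 active means inhibition above the screen-wide mean plus 3 SD, computed separately per campaign, cut at about 16% in these data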;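 further: 0% = DMSO wells and 100% = 60 µM geldanamycin wells; inhibitors lower the luminescence because luciferase stays unfolded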
AI-2 QS modul – Vibrio harveyi AI-2 quorum sensing modulators, primary screen, JMH597 strain, luminescence/OD600 ratio; Vibrio harveyi JMH597 AI-2 luminescence/OD600 ratio, 9 h; hits give low values; strain lacks LuxN and CqsS sensors; 0 = neutral-control median; hit rate 0.4% among 300,000; activity change, % at 7.5 µM; in the data active means activity change below about -75%, passing the limit was not always enough;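 further: luminescence divided by OD600 gain over 9 h not by final OD600 alone; inactives centre near 13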
SKKanGAS inh – S. pyogenes SKKanGAS growth inhibitors in kanamycin, primary screen, streptokinase expression inhibitor project, SKKanGAS strain, BacTiter-Glo luminescence; 6 h; inhibition, % at 7.5 µM; hit rate 1.3% among 300,000;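 active means mean replicate score, as percent of positive control median, at least 50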;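 further: strain carries kanamycin resistance gene driven by streptokinase promoter and grows in 40 µg/ml kanamycin; loss of luminescence reflects streptokinase promoter inhibition or plain growth inhibition; 0% = median of DMSO wells and 100% = positive control at its reference dose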
IEC-6 tox – cytotoxicity in IEC-6 intestinal epithelial cells, primary screen, cytotoxicity control for KLF5 inhibitor project, cell-based, luminescence; inhibition, % at 5 µM; hit rate 0.78% among 290,000; IEC-6 cytotoxicity, luminescence viability; in the data active means inhibition above about 22%;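 further: 0% = plate median of test compound wells and 100% = cytotoxic reference compound wells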
KLF5 inhibitor – KLF5 expression inhibitors, primary screen, DLD-1 cells, luminescence; DLD-1 KLF5 promoter-luciferase reporter; AID 1700, 2009; inhibition, % at 5 µM; hit rate 0.23% among 290,000;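 active means inhibition above a per-plate limit of that plate's mean compound inhibition plus 3 SD, cut at about 60% in these data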;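 further: 0% = DMSO wells and 100% = LY294002 at 200 µM; higher means less KLF5 promoter-driven luciferase light; inactives centre near -14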
Platelet DG rel – inhibitors of platelet dense granule secretion, primary screen, cell-based, MLPCN, human platelets; human platelet-rich plasma, SFLLRN dense granule ATP release, luminescence; inhibition, %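 (compounds screened at 7.5 µM in platelet-rich plasma)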; hit rate 0.22% among 300,000; AID 1663, 2009;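 active means mean replicate score, as percent of positive control, at or above 50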
HSF1 activator – HSF-1 activators, primary screen, NIH3T3-HGL cells, MG132 stress, luminescence, single point; activation, % at 9 µM; NIH3T3-HGL HSF-1 luciferase reporter, 8 h; 100% = twice DMSO control signal; AID 504408, 2011; hit rate 1.7% among 300,000;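 active means mean replicate activation of at least 50% with a set share of replicates each reaching 50%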;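 further: 0% = median of the neutral control wells and 100% = twice that signal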
aSyn UTR inh – MLPCN primary screen, SNCA 5' untranslated region. hit rate 0.82% among 300,000. AID 1813, 2009. alpha-synuclein 5'UTR reporter, inhibitor activity. inhibition, % (tested at 7.5 µM); in the data active means inhibition above about 60%;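 further: H4 neuroglioblastoma cells stably carrying SNCA 5'UTR luciferase fusion; 0% = DMSO wells and 100% = positive control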
The depositor's hits bear a star; x = not tested or not shown.

Compound	HIF activator	HSF1 inh	HSP90 refold inh	AI-2 QS modul	SKKanGAS inh	IEC-6 tox	KLF5 inhibitor	Platelet DG rel	HSF1 activator	aSyn UTR inh
COc1ccc(COC(=O)NNC(=O)c2ccccc2Cl)cc1	-0.2	8	-4	19	4	4	-14	-4	3	3
O=C(Nc1ccccc1-c1nc2ccccc2[nH]c1=O)c1cccs1	-0.1	-3	4	30	0	4	-2	-3	0	20
CCOc1ccc(S(=O)(=O)N2CCN(C(=O)c3cccn3C)CC2)cc1	1.6	0	-1	19	0	-1	-41	-2	-7	9
O=C(CSc1c2c(nc3ccc(Cl)cc13)CCCC2)NCc1ccco1	2.8	34	3	27	-1	5	-9	0	42	-26
CC1CC(Nc2cccc(O)c2)=CC(=O)O1 (configuration not stated)	-0.5	-6	1	23	0	-3	-18	7	-5	-17
COCCCn1c(SCC(=O)Nc2cccc(C(=O)OC)c2)nnc1-c1ccncc1	0.4	-3	-1	17	-1	-6	-32	-2	-8	23
Cc1ccc(N2C(=O)CC(SCC(=O)Nc3ccc(S(N)(=O)=O)cc3)C2=O)cc1 (configuration not stated)	1.2	24	8	6	4	1	-172	1	46	-76
FC(F)(F)c1ccc(Cl)c(NC(=S)N/N=C/c2ccccc2C(F)(F)F)c1	-0.7	-3	1	18	-22	3	-25	9	3	-56
CC(=O)Nc1cccc(NC(=O)C(=O)NCC(c2ccco2)N2CCc3ccccc32)c1 (configuration not stated)	-4.3	3	x	8	3	x	x	3	11	7
COc1ccc(/C=N/NC(=O)C(O)(c2ccccc2)c2ccccc2)cc1OC	0.8	1	-1	1	9	2	5	-2	28	27
COC(=O)c1sc(N2C(=O)C(O)=C(C(=O)c3ccc(C)o3)C2c2cccs2)nc1C (configuration not stated)	0.1	-18	-1	22	45	1	-20	-2	-38	-38
COc1ccc(C(=O)Oc2ccc(C(=S)N3CCCC3)cc2)cc1OC	-0.1	-9	-1	-8	2	-4	-24	2	0	0
COc1ccc(CCN=C2SCC(=O)N2C)cc1OC	x	3	4	15	-1	3	-25	2	-13	20
O=S1(=O)N[C@@H](CC2=CCCCC2)C2CCCCC2O1 (some centres not stated)	0.0	-6	-3	16	1	5	14	-1	-1	19
CN1CCN(CCC(=O)N/N=C/c2cc([N+](=O)[O-])ccc2OC(F)F)CC1	0.2	-6	-4	10	6	5	0	0	-6	-10
Cc1cc(C)cc(NC(=O)COc2coc(CN3CCN(c4ccccc4)CC3)cc2=O)c1	-0.3	0	x	18	-7	x	x	0	1	27
COc1cccc(/C=N/NC(=O)c2nnn(-c3nonc3N)c2C(C)C)c1	-0.2	3	4	2	-3	11	-1	14	8	-7
O=C(Nc1ccccc1)c1ccc[n+](Cc2ccc([N+](=O)[O-])cc2)c1	-0.2	0	1	11	-8	0	-7	7	26	0
CC(=O)NC1=NN(C(C)=O)C(C)(c2ccccc2)S1 (configuration not stated)	0.2	-7	-3	32	4	64*	44	2	-14	5
O=C(NNC1=NCCC1)c1cccc(S(=O)(=O)N2CCCC2)c1	-0.3	-9	-2	2	4	-4	-1	-3	-6	10
Cc1c(Cc2ccccc2)sc(NC(=O)c2ccco2)c1C(N)=O	-0.2	8	-3	0	0	3	-37	-1	31	-25
Cc1ccccc1NC(=O)c1ccc(Cl)c(NC(=O)c2ccncc2)c1	-0.5	-3	-2	15	0	-7	-15	-4	-7	7
Cc1cc(C)nc(N2N=C(C(F)(F)F)CC2=O)n1	-0.4	-2	1	10	15	-1	-15	11	9	3
O=c1nc2n(c3c4c(sc13)CCC4)CCC2	-0.4	-9	1	21	6	-2	-36	12	-2	1
CC(C)CNC(=S)N1CCC(C(=O)c2ccc3c(c2)OCCO3)CC1	0.0	4	-3	10	-5	-7	7	-1	13	-11
COc1ccc(S(=O)(=O)NC2CCCCC2)cc1-n1cnnn1	-0.1	-2	-1	13	x	-1	-3	6	13	22
CC(C)(CC(=O)O)CC(=O)Nc1ccc(Cl)c(Cl)c1	0.2	-5	1	25	1	-1	1	-6	4	-4
Cc1cc(=O)n2nc(N3CCCC(C(=O)NCCCN4CCc5ccccc5C4)C3)sc2n1 (configuration not stated)	0.1	4	4	-3	-3	-6	-11	-22	24	24
CCN(CC(=O)Nc1ccc(NC(C)=O)cc1)C(=O)CC1OC(=O)c2ccccc21 (configuration not stated)	1.4	-7	x	5	23	x	x	-2	0	-1
O=[N+]([O-])c1ccccc1CN1CCN(Cc2ccc3ccccc3c2)CC1	0.4	0	2	x	-3	-5	-24	2	-1	18
CCN1CCC(=NNC(=O)CC23CC4CC(CC(C4)C2)C3)CC1	-0.3	12	2	7	3	2	-3	2	24	-10
C=CCn1c(SCC(=O)N2CCN(c3ccc(F)cc3)CC2)nnc1-c1cccs1	-0.1	1	3	21	-6	-4	-18	2	-1	-8
COC(=O)c1ccccc1S(=O)(=O)N1CCC(C(=O)OCc2ccc([N+](=O)[O-])cc2)CC1	-0.4	0	x	51	-1	x	x	-18	-10	8
COc1cccc(NC(=O)Nc2nnc(N3CCCCC3C)s2)c1 (configuration not stated)	3.1	5	0	-8	-7	-2	-30	-1	19	-18
Fc1ccc(-n2cc(-c3ccccc3)c3c(=S)nc[nH]c32)cc1	-0.2	-12	0	14	65*	0	-26	2	-4	15
CC(C)CCc1noc(CN(C)CC2CCN(Cc3ccccc3)CC2)n1	-0.6	-6	3	24	-1	1	3	6	-5	6
O=C(CN1CCN(c2ncccn2)CC1)N(Cc1ccccc1)c1ccc(F)cc1	-0.3	-1	0	25	1	1	-20	-2	2	23
N#Cc1cnn(-c2ccccc2)c1NC(=O)CN1CCN(c2ccccc2)CC1	0.2	-7	-5	17	13	-2	-10	-2	-5	-6
Cc1cc(=O)oc2cc(OCC(=O)N3CCC(C(N)=O)CC3)ccc12	0.1	-1	-5	12	3	4	-26	-2	20	-10
O=C(Nc1ccccn1)NC1CCCCC1	-0.2	1	-2	40	-17	-3	-23	-4	-17	0
COc1ccc(N2CC(C(=O)Nc3cccc(OC(C)C)c3)CC2=O)cc1 (configuration not stated)	-1.2	-1	0	5	-1	-1	-7	3	1	32
CN1CCN(C(=O)c2cc(Cl)cc(Cl)c2)CC1	0.9	-5	-4	3	-8	4	-12	-4	-2	-10
Cc1ccc(N(C(=O)CCCC(=O)Nc2ccccn2)C(C(=O)NC2CCCC2)c2ccc(O)cc2)cc1C (configuration not stated)	0.2	5	1	x	-3	-3	8	3	1	10
O=C(NCCCn1ccnc1)c1cccc(S(=O)(=O)N2CCCCCC2)c1	-0.4	0	0	2	10	0	-2	-2	-8	5
COc1ccc(C)cc1NC(=S)N1CC(C)OC(C)C1 (configuration not stated)	-0.4	-12	-5	24	2	3	-51	-1	-30	-7
O=C(Nc1ccc(Cl)c(Cl)c1)N1N=CCC1c1ccccc1 (configuration not stated)	-0.5	6	5	13	-4	4	-9	4	23	-6
Cc1cc(NC(=O)COn2nnc3ccccc32)no1	-0.4	5	1	7	-1	-2	-26	3	10	-6
COC(=O)CCCCCC(CCC(=O)OC)NC(C)=O (configuration not stated)	-0.3	-2	3	7	5	-3	-8	0	8	5
CCn1ncc(C2=NOC(C(=O)Nc3cccc(O)c3)C2)c1C (configuration not stated)	0.5	-9	0	3	2	-3	-34	10	2	2
CCOC(=O)C1(CCOc2ccccc2)CCN(Cc2ccc(C(=O)OC)cc2)CC1	0.0	3	-2	9	7	-4	-53	-6	-5	-10
Cc1cc(Cl)ccc1OCC(=O)NNC(=O)c1cnccn1	0.2	-10	0	42	3	-4	1	-9	7	7
CN(C)C(=O)COc1ccc(S(=O)(=O)c2ccc(OCC(=O)N(C)C)cc2)cc1	-0.5	6	1	25	-1	-1	-13	-11	13	-5
CN1CCN(NC(=O)c2cn(-c3ccccc3)nc2-c2cccs2)CC1	-0.8	-1	-2	8	1	-2	-37	-1	26	-1
CCOC(=O)N1CCN(C(=O)Cc2cccs2)CC1	-0.3	0	-2	12	-7	2	-32	-2	7	2
CC1(C)OC(=O)C(=CNc2ncccn2)C(=O)O1	-0.2	-29	-2	10	-1	-1	-32	-6	-47	11
CC(C)CNS(=O)(=O)c1cc(C(=O)OCC(=O)N(C)C2CCS(=O)(=O)C2)c(Cl)cc1Cl (configuration not stated)	-0.5	2	2	23	-12	-9	-13	26	15	0
COc1ccc(Cl)cc1S(=O)(=O)Oc1ccc(NC(C)=O)cc1	-0.1	3	-4	11	2	-2	-10	0	-6	-15
COc1ccc(C(=O)NC(Cn2ccnc2)C(C)(C)C)cc1OC1CCN(C(C)C)CC1 (configuration not stated)	-0.2	-9	1	9	0	-2	-2	0	-10	1
